T cell HTS: T cell immune modulation candidate; AID 2052; 330,000 compounds, 0.068% hits; 2C CD8+ T cell-vesicle binding, flow cytometry; active compounds read low; calls only at 7 µM;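 active = response, share of CD8 T cells binding vesicles, and their 90th percentile fluorescence all below set limits, cut at about 80% in these data, passing the limit was not always enough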
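Read-out – percent CD8+ FL2 mean versus row control · System – murine 2C transgenic CD8+ T lymphocytes · Times – 1.5 h cell–vesicle binding at 37 °C, then 20 min icy labelling · Control set – naked vesicles low, QL9 vesicles with vehicle high · Detection – cytometric PE anti-B7-1 and Alexa647 anti-CD8 signals after 1% paraformaldehyde fixation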
Salmonella PhoP GFP: inhibitors of PhoP regulon expression, primary screen, Salmonella Typhimurium, GFP reporter (AID 1863); S. Typhimurium PhoP-regulated promoter GFP reporter, 4 h; higher % means a stronger effect; one-dose inhibition, % at 50 µM; IC50 in µM for titrated hits; 300,000 compounds, 0.16% hits;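 active = inhibition over 29.93%, a cutoff 3 SD above the screen mean, later confirmed by dose response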;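 note: 0% = low Mg2+ inducing control and 100% = high Mg2+ repressing control; strong numbers were not always called active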
NTR1 agonist: NTR1-driven beta-arrestin-GFP spot formation – imaging, U2OS cells, high content, primary screen (AID 493036) | agonist mode | 330,000 compounds, 0.17% hits | activation, % at 20 µM;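 active = activation at or above 40% of the spot to cytoplasm intensity ratio, with at least 20 cells analyzed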;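 note: 0% = DMSO without peptide and 100% = 100 nM NTR1 peptide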
Target sequence (P30989 whole entry, looked up): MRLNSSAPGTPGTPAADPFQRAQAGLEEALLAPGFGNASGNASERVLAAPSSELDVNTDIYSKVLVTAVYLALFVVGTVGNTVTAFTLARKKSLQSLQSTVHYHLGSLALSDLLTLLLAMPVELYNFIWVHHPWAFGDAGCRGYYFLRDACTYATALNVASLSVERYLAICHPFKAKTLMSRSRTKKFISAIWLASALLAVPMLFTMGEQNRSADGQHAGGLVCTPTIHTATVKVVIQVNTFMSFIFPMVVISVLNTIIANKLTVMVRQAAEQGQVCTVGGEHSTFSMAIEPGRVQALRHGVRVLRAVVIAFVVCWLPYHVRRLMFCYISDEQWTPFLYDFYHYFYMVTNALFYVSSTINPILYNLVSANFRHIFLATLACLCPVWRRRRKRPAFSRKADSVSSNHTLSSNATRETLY
West Nile antiviral: West Nile virus antiviral activity, cell-based, CPE readout (AID 1621). West Nile virus-infected cells, CPE inhibition; higher % means a stronger effect. one-dose CPE inhibition, % at 10 µM; IC50 in µM for titrated hits. 290,000 compounds, 0.02% hits; in the data active = a potency from the dose series; note: strong numbers were not always called active
KOR beta-arrestin-1: kappa opioid receptor blockers – cell-based, luminescence, uHTS (AID 1778). KOR beta-arrestin recruitment, luminescence, antagonist mode; higher % means a stronger effect. inhibition, % at 10 µM, or IC50 in µM where a hit was titrated. 290,000 compounds, 0.091% hits; in the data active = inhibition above about 50%; note: strong numbers were not always called active
GPR55 activation: GPR55 agonists via beta-arrestin recruitment, primary screen, imaging, U2OS cells, beta-arrestin-GFP redistribution (AID 1961); activation, % at 10 µM; hits with a dose series show EC50 in µM; U2OS GPR55 beta-arrestin-GFP redistribution imaging; higher % means a stronger effect; 290,000 compounds, 0.048% hits;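 active = activation above 40% with more than 50 cells counted in the well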;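 note: U2OS osteosarcoma cells stably expressing GPR55 and beta-arrestin-GFP; plate controls were DMSO negative control for no effect and LPI positive control for full effect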
GPR55 LPI antagonism: GPR55 antagonists blocking LPI-driven arrestin recruitment, primary screen, imaging, U2OS, beta-arrestin-GFP, LPI agonist (AID 2013) | U2OS GPR55 beta-arrestin-GFP translocation imaging, LPI antagonism; higher % means a stronger effect | inhibition, % at 10 µM; hits with a dose series show IC50 in µM | 290,000 compounds, 0.13% hits;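 active = spots per cell inhibited over 60%, with over 100 cells counted and total cytoplasm intensity under 500,000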;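 note: U2OS cells stably carrying GPR55 and arrestin-GFP stimulated by 5 µM LPI near EC80; imaged beta-arrestin-GFP aggregate spots per cell after agonist stimulation; plate controls were LPI-stimulated DMSO wells for no effect and DMSO wells without LPI for full effect; some results filed as inactive read as strong as hits; confirmed hits need IC50 under 10 µM and bright autofluorescent wells are also inconclusive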
GPR35 antagonists: inhibition of zaprinast-stimulated GPR35 beta-arrestin translocation – imaging, U2OS, beta-arrestin-GFP, zaprinast agonist, primary screen (AID 2058); 290,000 compounds, 0.052% hits; U2OS GPR35 beta-arrestin-GFP translocation imaging, zaprinast antagonism; higher % means a stronger effect; inhibition, % at 10 µM, or IC50 in µM where a hit was titrated;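 active = inhibition of at least 50% with at least 30 cells and total cytoplasm GFP at most 10,000,000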
KOR beta-arrestin-2: kappa opioid receptor activators – cell-based, luminescence, uHTS, primary screen (AID 1777); KOR beta-arrestin recruitment, luminescence; higher % means a stronger effect; one-dose activation, % at 10 µM; EC50 in µM for titrated hits; 280,000 compounds, 0.02% hits; in the data active = activation above about 50%, passing the limit was not always enough; note: a part of the inactive calls stands beside numbers as strong as those of hits
T cell HTS vesicle-bound %: recorded beside T cell HTS, whose call it bears; double positive events, %; measured here: CD8+ vesicle-bound cell fraction;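 binding gate set so that unloaded-vesicle control wells show 10% double positive cells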
NTR1 agonist cell count 20 µM: second read-out of NTR1 agonist, no call of its own (marks repeat the call); cell count; measured here: cell count, cytotoxicity flag
Starred values were filed as active, the others as inactive; i = inactive; x = not tested or not shown; [ ] = dose if it differs, or a comment.

SMILES | T cell HTS | T cell HTS vesicle-bound % | Salmonella PhoP GFP | NTR1 agonist | NTR1 agonist cell count 20 µM | West Nile antiviral | KOR beta-arrestin-1 | GPR55 activation | GPR55 LPI antagonism | GPR35 antagonists | KOR beta-arrestin-2
CCOCCCNC(=O)c1ccc2c(c1)ncn2-c1cccc(C)c1 | i | 52 | -2% | -1.2 | 88 | -0.2% | 29% | -0.2% | 8% | -9% | 0.6%
CCC(CC)NC(=O)COc1ccc(OC)cc1C=O | i | 35 | 2% | 0.2 | 43 | 0.7% | -1% | -0.2% | 18% | -19% | -4.3%
COc1ccc(CC(=O)Nc2cccc(-c3nnc(-c4cccc(C)c4)o3)c2)cc1OC | i | 58 | 3% | 41* | 44* | 3.0% | -89% | -0.1% | 55% | -19% | 17%
COc1cccc(C(=O)OCCN2CCCCC2)c1 | i | 42 | 4% | -0.8 | 53 | 0.2% | 14% | -0.2% | 5% | 16% | -1.2%
O=C(NCc1ccccc1)c1onc(CSc2ccncc2)c1C(=O)NCc1ccccc1 | i | 28 | 0% | 0.4 | 101 | 0.9% | x | x | x | x | x
O=C(CNc1ccc2ccccc2c1)N/N=C/c1ccccn1 | i | 24 | -3% | 0.9 | 64 | 0.2% | 20% | 0.6% | 4% | 14% | -0.2%
COc1ccc(OC)c(S(=O)(=O)N2CCN(C34CC5CC(CC(C5)C3)C4)CC2)c1 | i | 8 | -6% | 1.8 | 43 | -0.4% | -11% | -0.2% | 12% | 7% | 2.3%
Cc1cc(C)n(C(=O)c2cccc([N+](=O)[O-])c2)n1 | i | 42 | -2% | -0.5 | 48 | 0.3% | -4%[20 µM] | 0.9% | -6% | 1% | -3.4%
O=C(CCCC(=O)NCc1ccc(F)cc1)NCc1ccc(F)cc1 | i | 58 | 12% | -0.5 | 44 | -0.3% | -12%[20 µM] | -0.1% | 4% | -2% | -14%
Cc1nn(C(C)C(=O)N2CCN(c3ccccn3)CC2)c(=O)c2cc3occc3n12 (centres undefined) | i | 54 | 2% | 0.4 | 35 | 0.1% | -26% | -0.1% | -20% | -3% | 7.6%
CCC1CCCCN1C(=O)COc1ccc(F)cc1 (centres undefined) | i | 57 | 7% | 1.1 | 57 | -0.1% | -23% | 0.1% | 12% | 6% | -0.6%
S=C(NCCc1cccc(Cl)c1)NC1CCCCC1 | i | 53 | -2% | 0.6 | 61 | -1.6% | 10% | 0.3% | 11% | -7% | -0.1%
Cc1cc([N+](=O)[O-])nn1CCC(=O)Nc1nccs1 | i | 62 | -6% | -0.8 | 50 | 0.0% | 6% | 0.6% | 8% | 2% | -3.8%
COc1ccc(C2=NN(C(=O)COc3ncnc4ccccc34)C(c3ccco3)C2)cc1 (centres undefined) | i | 20 | -8% | 3.2 | 36 | -1.6% | 0% | -0.1% | -4% | -13% | 8.9%
Cc1ccc(-c2nc3ccccn3c2C=O)cc1 | i | 26 | 5% | 4.1 | 38 | -1.1% | 4% | 0.3% | -10% | 2% | 0.6%
O=C(O)CC(C(=O)O)c1ccc(OCCCCOc2ccc(C(CC(=O)O)C(=O)O)cc2)cc1 (centres undefined) | i | 61 | -5% | 0.2 | 52 | -0.7% | 17% | -0.1% | 9% | 22% | -1.2%
COc1ccccc1CNC(=O)CCNC(=O)Cn1cnc2ccccc2c1=O | i | 1 | -5% | -2.2 | 50 | -0.2% | -2% | -0.1% | 10% | -1% | 1.8%
COc1ccc(C2C(C(C)=O)=C(O)C(=O)N2c2ccc(F)cc2)cc1 (centres undefined) | i | 44 | -7% | 1.9 | 49 | -1.2% | 8% | -0.2% | -2% | -3% | -4.1%
CC(C)N(Cc1nc(COc2ccccc2)no1)Cc1nccn1C | i | 57 | -1% | -0.7 | 63 | -0.9% | -14% | 0.3% | 1% | 11% | 0.6%
NC(=O)C(=O)N/N=C1\CCc2ccccc21 | i | 31 | -8% | -0.8 | 64 | 0.8% | -8% | -0.2% | 7% | 17% | -1.2%
CC(Cc1cccs1)NC(=O)Nc1ccccc1 (centres undefined) | i | 54 | -7% | -0.5 | 52 | 0.1% | 20% | -0.6% | -14% | 10% | 0.3%
COC(=O)c1ccccc1NC(=O)CSc1nnc(CNS(=O)(=O)c2ccc(C)cc2)n1C | x | x | 4% | x | x | 0.0% | 7% | -0.1% | -15% | 10% | 1.7%
O=C1CC(C(=O)Nc2cccc(F)c2)n2c(nc3ccccc32)N1 (centres undefined) | i | 18 | 1% | 0.3 | 66 | 0.1% | x | -0.1% | 12% | 6% | x
Cc1ccc(S(=O)(=O)NCC(c2ccco2)N2CCOCC2)cc1 (centres undefined) | i | 49 | 12% | -1.5 | 60 | -1.8% | 17% | 0.0% | 2% | 0% | 3.9%
O=C(C1=C[C@@H](C2CCCCC2)C[C@@H](OCc2ccc(CO)cc2)O1)N1CCN(Cc2ccccc2)CC1 | i | 52 | -5% | 20 | 79 | -1.1% | -18% | 0.5% | 2% | -14% | 3.1%

Entries of single compounds from above:
Listed for `COc1ccc(CC(=O)Nc2cccc(-c3nnc(-c4cccc(C)c4)o3)c2)cc1OC` : T cell HTS = i; T cell HTS vesicle-bound % = 58; Salmonella PhoP GFP = 3%; NTR1 agonist = 41*; NTR1 agonist cell count 20 µM = 44*; West Nile antiviral = 3.0%; KOR beta-arrestin-1 = -89%; GPR55 activation = -0.1%; GPR55 LPI antagonism = 55%; GPR35 antagonists = -19%; KOR beta-arrestin-2 = 17%
Listed for `O=C(NCc1ccccc1)c1onc(CSc2ccncc2)c1C(=O)NCc1ccccc1` : T cell HTS = i; T cell HTS vesicle-bound % = 28; Salmonella PhoP GFP = 0%; NTR1 agonist = 0.4; NTR1 agonist cell count 20 µM = 101; West Nile antiviral = 0.9%; KOR beta-arrestin-1 = x; GPR55 activation = x; GPR55 LPI antagonism = x; GPR35 antagonists = x; KOR beta-arrestin-2 = x

Other compounds
SMILES | T cell HTS | T cell HTS vesicle-bound % | Salmonella PhoP GFP | NTR1 agonist | NTR1 agonist cell count 20 µM | West Nile antiviral | KOR beta-arrestin-1 | GPR55 activation | GPR55 LPI antagonism | GPR35 antagonists | KOR beta-arrestin-2
Cc1cc(N2CCCC(C(=O)Nc3cccc4ccccc34)C2)n2ncnc2n1 (centres undefined) | i | 65 | -6% | 3.6 | 66 | -1.2% | 15% | 0.2% | 6% | 11% | 1.0%
CCOc1ccc(CCNS(=O)(=O)c2ccc(-c3ccc(=O)[nH]n3)o2)cc1OCC | i | 33 | 0% | 0.9 | 66 | -0.2% | -36% | -0.2% | 8% | 17% | -1.2%
CCN(CC(=O)Nc1ccc2c(c1)OCCO2)CC(=O)Nc1ccc2c(c1)OCO2 | i | 36 | -6% | -1.8 | 58 | -0.5% | -24% | -0.2% | -2% | 6% | 9.1%
COc1ccc(NC(C)=O)cc1NC(C)C(=O)Nc1cc(C(F)(F)F)ccc1N1CCOCC1 (centres undefined) | i | 0 | -4% | 1.4 | 36 | -0.5% | 13% | 0.1% | 2% | -7% | -7.1%
CCCC(=O)OCC(=O)Nc1ccc(N=Nc2ccccc2)cc1 | i | 47 | -9% | x | x | -0.7% | -5% | -0.3% | 5% | -5% | 5.6%
COc1ccc(NC(=O)Cn2nnc(-c3ccccc3NC(=O)C3CC3)n2)cc1 | i | 47 | -12% | -0.9 | 45 | -0.3% | -17% | -0.2% | -4% | 9% | -5.1%
Fc1ccc(-n2cc(-c3ccccc3)c3c(N4CCOCC4)ncnc32)cc1 | i | 32 | 1% | 20 | 71 | 0.1% | -3% | -0.4% | 14% | -1% | -12%
Cc1nc(C(=O)NC2CC2)sc1C1(C)CC(c2cccc([N+](=O)[O-])c2)=NO1 (centres undefined) | i | 39 | -2% | -1.4 | 90 | -0.5% | 18% | -0.1% | 0% | -3% | -7.3%
Cc1ccc(CCNC(=O)C2CC(=O)N(CCc3ccccc3)C2)cc1 (centres undefined) | i | 14 | 3% | 1.5 | 64 | -0.1% | -13% | -0.1% | 11% | -10% | -2.5%
c1ccc(-c2cc3c(N4CCCC4)ncnc3s2)cc1 | i | 60 | 9% | 2.9 | 62 | 0.3% | -50% | 1.0% | -2% | -4% | 2.3%
CS(=O)c1ccccc1-c1nc(-c2cccc(Cl)c2)no1 (centres undefined) | i | 28 | 0% | 7.9 | 88 | -0.7% | -1% | 0.3% | 3% | 4% | -8.0%
O=C(Nc1cccc(NC(=O)c2ccco2)c1)c1cccc(Br)c1 | i | 32 | 4% | -0.1 | 53 | -0.9% | -36% | 0.3% | 18% | -2% | 0.4%
O=C(OCc1cc2ccccc2[nH]c1=O)c1cccnc1 | i | 54 | -7% | 1.4 | 65 | 0.1% | 11% | 0.1% | 3% | 0% | 4.4%
COc1cc(/C=N/NC(=O)c2sc3nc(C)cc(C)c3c2N)ccc1O | i | 30 | -13% | 0.3 | 52 | 0.5% | -8% | -0.2% | 8% | -14% | -1.5%
COc1ccc(N(C)C(=O)CN(C)S(=O)(=O)c2ccc3c(c2)c(=O)n(C)c(=O)n3C)c(OC)c1 | i | 18 | -4% | 0.3 | 40 | -0.1% | -14% | -0.1% | 14% | 1% | 0.1%
Cn1c(NC(=O)c2ccc(C(C)(C)C)cc2)cc(=O)n(C)c1=O | i | 48 | -5% | -1.4 | 93 | -0.2% | -2% | -0.1% | 12% | 1% | -2.2%
CCCCNC(=O)NS(=O)(=O)c1ccc(C(=O)OC(C)C)o1 | i | 24 | -10% | 1.1 | 49 | 0.3% | -9% | 0.2% | 3% | -2% | 3.4%
COC(=O)c1ccc(COc2ccc(Cl)cc2)o1 | i | 33 | 3% | -0.2 | 87 | -0.1% | 3% | -0.3% | 5% | 9% | -6.4%
Cc1cc2cc(CNC(=O)Cc3cccs3)ccc2n1C | i | 30 | -1% | 0.8 | 82 | 0.1% | 24% | -0.1% | -11% | -11% | -2.0%
O=C(NCc1ccccc1)C(c1ccco1)N(C(=O)c1cnccn1)c1ccc(F)cc1 (centres undefined) | i | 22 | -7% | -0.2 | 84 | x | -15% | -0.1% | 7% | 7% | 5.7%
CCOC(=O)N1CCN(CC(=O)c2c(C)[nH]c3ccccc23)CC1 | i | 33 | 4% | 0.5 | 69 | 1.2% | 24% | 0.2% | -4% | 14% | -2.5%
CCOc1ccc(C(=O)C2CCN(C(=O)c3ccc([N+](=O)[O-])cc3)CC2)cc1 | i | 31 | 3% | 1.4 | 51 | -2.1% | -20%[20 µM] | -0.3% | 2% | -7% | 11%
Cc1ccc(C)c(NC(=O)C(=O)NCCCN2CCOCC2)c1 | i | 50 | -1% | -0.9 | 42 | -0.7% | -26% | -0.2% | -12% | 5% | -1.6%
CCCS(=O)(=O)c1cnc(C2COc3ccccc3O2)nc1N (centres undefined) | i | 30 | 10% | -1.3 | 86 | -0.8% | 20% | -0.1% | -4% | 6% | -3.5%

High-throughput results (PubChem BioAssay)
